APP 5UTR inh: APP translation inhibition. hit rate 0.82% among 190,000. AID 1285. SH-SY5Y APP 5'UTR-luciferase reporter, luminescence. inhibition, % at 2 µM;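 active means inhibition above a set limit, derived from the sample mean plus 3 SD, cut at about 45% in these data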; further: values of inactives mirror those of a sister screen read the other way
Diaphorase act: diaphorase activation or chemical reduction counter-screen; Diaphorase/resazurin coupled assay, resorufin fluorescence, 16 min; active compounds read high; 1 = vehicle wells, 0 = NADH-free wells; activation factor at 20 µM; hit rate 0.005% among 190,000; AID 1229;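 active means diaphorase activity raised at least twofold by the compound at 20 µM; inactive means activation factor below 2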
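Assay system: bacterial diaphorase enzyme (C. kluyveri) / Input: enzyme 0.07 U/mL final / Medium: 50 mM HEPES pH 7.4 with 4.542 mM MgCl2, 0.005% Tween 20 / Doses: single compound dose of 20 µM, 1% DMSO final / Incubation: 16 min enzyme reaction, ambient temperature / Signal: fluorescence, excitation 544 nm and emission 590 nm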
Hsp70 activator: Hsp70 transcriptional activation, primary screen; HeLa Hsp70 promoter luciferase reporter, luminescence; scaled: vehicle 0, proteasome-inhibitor control 100%; activation, % at 10 µM; hit rate 0.04% among 200,000; AID 1203;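 active means activation above the mean across all tested compounds plus 3 SD, cutoff set per campaign, cut at about 5.5% in these data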;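 further: 100% = MG132 at 30 µM as the positive control and 0% = DMSO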
STAT3 blocker: reduces IL-6 driven STAT3 reporter signal; U3A cells, IL-6 STAT3-luciferase reporter, luminescence; host cell line lacks STAT1; hit rate 0.89% among 190,000; AID 862; inhibition, % at 5.5 µM;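 active means inhibition above the mean inhibition across all screened compounds plus 3 SD, cut at about 44% in these data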;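 further: 0% = DMSO only wells and 100% = 100 µM nifuroxazide control wells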
Diaphorase inh: diaphorase inhibition or chemical oxidation counter-screen | AID 1217 | diaphorase resazurin-to-resorufin fluorescence, NADH, 16 min; bacterial (C. kluyveri) enzyme, not human | inhibition, % at 20 µM | hit rate 0.69% among 190,000;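 active means primary screen inhibition at 20 µM above a set limit, cut at about 50% in these data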;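 further: plate controls were DMSO with full reaction for no effect and wells lacking NADH for full effect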
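System: Diaphorase enzyme from Clostridium kluyveri | Amount: Enzyme working solution with 0.14 U/mL diaphorase | Benchmarks: No-NADH positive control and DMSO neutral control | Signal: Fluorescence of resorufin formed from resazurin, Ex 544/Em 590 nm | Schedule: 16-min room-temperature incubation before reading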
STAT3 activator: increases IL-6 driven STAT3 reporter signal. activation (% of control), % at 5.6 µM. hit rate 0.91% among 190,000. U3A cells, IL-6 STAT3-luciferase reporter, luminescence; 100% = signal with IL-6 EC80 alone;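 active means activation above the screen-wide mean of compound activation plus 3 SD, cut at about 130% in these data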;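 further: 0% = background luminescence of wells with medium and substrate only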
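Assay system – human STAT1-deficient U3A cells with stable STAT3-luciferase reporter · Also added – IL-6 (33 ng/mL) · Schedule – compound 1 h, then IL-6 6 h at 37 °C · Technique – reporter luminescence signal · Evaluation – % activation versus median of IL-6-stimulated wells · Benchmarks – IL-6-only wells as 100% reference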
G6PDH counter: L. mesenteroides G6PDH inhibition counter-screen | AID 1020 | hit rate 0.12% among 200,000 | inhibition, % at 5 µM | Purified L. mesenteroides G6PDH, diaphorase/resazurin coupled fluorescence, 45 min; in the data active means inhibition above about 50%
STAT1 activator: STAT1 signaling activation. activation (% of control), % at 5.5 µM. NIH 3T3 STAT1-luciferase reporter, IFN-gamma, luminescence; 100% = IFN-gamma alone, no compound. hit rate 2.6% among 200,000;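 active means activation above the screen-wide mean activation plus 3 SD, cut at about 130% in these data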;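 further: raw ratio to IFN-gamma control signal so 100% means no change and 0% no light; values of inactives mirror those of a sister screen read the other way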
STAT1 inh: inhibitors of IFN-gamma induced STAT1 signaling. NIH 3T3 STAT1-luciferase reporter, luminescence. inhibition, % at 5.5 µM. hit rate 0.35% among 200,000. AID 920;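 active means inhibition above a set limit, the mean inhibition across all tested compounds plus 3 SD, cut at about 34% in these data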;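 further: 0% = IFN-gamma with DMSO and 100% = IFN-gamma with 300 µM nifuroxazide; values of inactives mirror those of a sister screen read the other way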
TLR4 MyD88 comp: TLR4-MyD88 interaction inhibition in cells; O00206+Q99836; HeLa CL3-4 TLR4/MyD88 BLA complementation, FRET ratio; inhibition, % at 8.4 µM; hit rate 0.18% among 200,000; in the data active means inhibition above about 25%;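 further: 0% = vehicle and 100% = reference inhibitor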
Target sequence (O00206 whole entry, looked up): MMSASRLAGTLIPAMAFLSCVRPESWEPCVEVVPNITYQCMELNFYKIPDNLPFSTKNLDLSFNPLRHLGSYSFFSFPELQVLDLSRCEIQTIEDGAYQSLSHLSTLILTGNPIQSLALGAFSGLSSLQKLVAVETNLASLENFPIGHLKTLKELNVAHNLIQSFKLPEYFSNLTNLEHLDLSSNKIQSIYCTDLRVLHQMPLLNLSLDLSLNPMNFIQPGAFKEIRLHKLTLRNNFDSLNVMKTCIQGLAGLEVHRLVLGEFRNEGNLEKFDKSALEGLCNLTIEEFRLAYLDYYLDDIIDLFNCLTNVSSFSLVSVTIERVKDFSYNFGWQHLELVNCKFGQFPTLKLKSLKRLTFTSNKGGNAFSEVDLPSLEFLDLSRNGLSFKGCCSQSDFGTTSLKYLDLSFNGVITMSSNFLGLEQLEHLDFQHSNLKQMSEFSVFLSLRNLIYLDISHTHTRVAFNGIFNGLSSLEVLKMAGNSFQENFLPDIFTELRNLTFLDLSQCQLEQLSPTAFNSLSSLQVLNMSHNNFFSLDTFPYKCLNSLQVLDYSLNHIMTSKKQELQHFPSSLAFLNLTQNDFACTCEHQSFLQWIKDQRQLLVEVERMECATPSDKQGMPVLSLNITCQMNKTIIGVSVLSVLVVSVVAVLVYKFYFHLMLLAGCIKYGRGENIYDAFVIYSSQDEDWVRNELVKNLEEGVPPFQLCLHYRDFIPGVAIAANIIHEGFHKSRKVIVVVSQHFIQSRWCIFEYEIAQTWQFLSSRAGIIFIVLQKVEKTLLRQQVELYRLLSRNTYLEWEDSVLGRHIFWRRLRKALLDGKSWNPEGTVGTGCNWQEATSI
Target sequence (Q99836 whole entry, looked up): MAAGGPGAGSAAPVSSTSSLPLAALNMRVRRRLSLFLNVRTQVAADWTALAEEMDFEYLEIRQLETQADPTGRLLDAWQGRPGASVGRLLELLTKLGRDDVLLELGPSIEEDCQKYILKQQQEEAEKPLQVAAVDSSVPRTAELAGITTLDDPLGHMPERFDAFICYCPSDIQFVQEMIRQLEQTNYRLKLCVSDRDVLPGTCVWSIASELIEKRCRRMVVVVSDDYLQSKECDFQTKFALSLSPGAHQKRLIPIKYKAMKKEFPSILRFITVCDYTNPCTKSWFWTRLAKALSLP
* marks the source's active call; other numbers are inactive results; · = no result given.

No.	Molecule	TLR4 MyD88 comp	STAT3 blocker	Hsp70 activator	STAT3 activator	APP 5UTR inh
1	Cc1ccc(C(=O)NC2CC3CCCC(C2)N3C(=O)NC2CCCCC2)cc1 (configuration not stated)	11	9	-0.2	96	14
2	CCOC(=O)c1sc2c(c1C)C(c1cccs1)C1=C(CCCC1=O)N2 (configuration not stated)	-3	21	0.2	85	-11
3	CC(=O)c1ccc(NC(=S)NC2CCCC(C)C2C)cc1 (configuration not stated)	-4	9	-0.1	96	-16
4	C#Cc1ccc([C@@H]2C=C(C(=O)N3CCOCC3)O[C@H](OCCCCO)C2)cc1	0	·	0.0	·	-22
5	O=C(CNc1ccc(Br)cc1)c1ccc(O)cc1	-7	12	-0.3	91	2
6	COc1ccc(NC(=O)CSc2nc(O)c(Cc3ccccc3)c(=O)[nH]2)cc1	-8	16	0.0	89	-3
7	COc1ccc(-c2cnc[nH]2)cc1	3	-4	-0.4	104	19
8	O=C1/C(=N\O)Cc2ccccc21	-5	-2	-0.3	106	-8

No.	Diaphorase inh	STAT1 activator	G6PDH counter	STAT1 inh	Diaphorase act
1	4	94	-5	7	1
2	29	93	1	8	0.7
3	1	109	6	-12	1
4	24	97	13	5	0.8
5	18	111	-4	-13	0.8
6	-11	96	9	4	1.1
7	-8	104	6	-6	1.1
8	5	102	19	-3	1

New compounds follow.
No.	Molecule	TLR4 MyD88 comp	STAT3 blocker	Hsp70 activator	STAT3 activator	APP 5UTR inh
9	Cc1ccc(-n2c(Cc3noc4ccccc34)n[nH]c2=S)cc1	-18	9	0.0	97	4
10	Cc1ccc(CNC(=O)CCCn2c(=O)c3ccccc3n(CC(=O)NC3CCCC3)c2=O)cc1	-7	-1	-0.2	104	10
11	COc1ccc(O[C@H]2C=C[C@@H](c3ccccc3)O[C@@H]2COC(=O)CCC(C)=NO[C@@H]2O[C@H](COC(C)=O)[C@@H](OC(C)=O)[C@H](OC(C)=O)[C@H]2OC(C)=O)cc1	-12	-16	0.0	111	-5
12	COc1ccccc1COn1c(=O)c(-c2ccco2)[n+]([O-])c2ccccc21	21	25	-0.3	83	-4
13	CCCCNC(=O)C1CCCN1C(=O)Nc1ccccc1 (configuration not stated)	-4	-3	-0.1	104	-10
14	COc1ccc(CCN2C(=O)NC(NC(=O)C(C)(C)C)(C(F)(F)F)C2=O)cc1OC (configuration not stated)	7	10	-0.5	95	5
15	COc1cc(C(C)=O)ccc1OCC(O)CN1CCN(S(=O)(=O)c2ccccc2)CC1 (configuration not stated)	-6	6	0.2	97	34
16	C=CCNC(=O)NC(=O)COn1nnc2ccc(S(=O)(=O)N(C)C)cc21	0	-4	-0.1	102	-1

No.	Diaphorase inh	STAT1 activator	G6PDH counter	STAT1 inh	Diaphorase act
9	24	99	19	-1	0.8
10	0	101	-17	0	1
11	13	103	13	-4	0.9
12	8	96	-1	1	0.9
13	5	106	6	-5	1
14	5	104	-6	-4	1
15	12	90	0	11	0.9
16	16	101	2	-1	0.8

The list goes on, starting with the last five of the part before.
No.	Molecule	TLR4 MyD88 comp	STAT3 blocker	Hsp70 activator	STAT3 activator	APP 5UTR inh
12	COc1ccccc1COn1c(=O)c(-c2ccco2)[n+]([O-])c2ccccc21	21	25	-0.3	83	-4
13	CCCCNC(=O)C1CCCN1C(=O)Nc1ccccc1 (configuration not stated)	-4	-3	-0.1	104	-10
14	COc1ccc(CCN2C(=O)NC(NC(=O)C(C)(C)C)(C(F)(F)F)C2=O)cc1OC (configuration not stated)	7	10	-0.5	95	5
15	COc1cc(C(C)=O)ccc1OCC(O)CN1CCN(S(=O)(=O)c2ccccc2)CC1 (configuration not stated)	-6	6	0.2	97	34
16	C=CCNC(=O)NC(=O)COn1nnc2ccc(S(=O)(=O)N(C)C)cc21	0	-4	-0.1	102	-1
17	O=C(COC(=O)c1ccc(S(=O)(=O)Nc2ccccc2)cc1)NCc1ccco1	2	2	-0.3	98	15
18	C#CCNc1nc(C)nc2c1nnn2Cc1ccccc1F	-3	-11	-0.1	114	-2
19	Cc1ccc(NC(=O)c2ccc(-n3cccn3)c([N+](=O)[O-])c2)cc1	14	23	0.0	83	-12
20	On1c(-c2ccco2)nc2c1CCc1nonc1-2	1	22	0.1	87	0
21	O=c1[nH]c2ccc(N/C(=N/S(=O)(=O)c3ccccc3)c3ccccc3)cc2[nH]1	-2	11	-0.3	94	1
22	CCN(CC)C(=O)Oc1ccnc2cc(Cl)ccc12	11	10	-0.4	95	-7
23	Cc1n[nH]c(C)c1CCCOc1ccccc1	6	12	-0.3	96	·
24	CCCCOc1ccc(C(=O)N/C(=C\c2ccc(OC)cc2)C(=O)OCc2ccco2)cc1	-7	11	1.4	97	-10

No.	Diaphorase inh	STAT1 activator	G6PDH counter	STAT1 inh	Diaphorase act
12	8	96	-1	1	0.9
13	5	106	6	-5	1
14	5	104	-6	-4	1
15	12	90	0	11	0.9
16	16	101	2	-1	0.8
17	24	101	2	-1	0.8
18	11	100	8	-1	0.9
19	15	100	2	0	0.9
20	22	95	4	6	0.8
21	4	104	7	-4	1
22	14	95	11	6	0.9
23	8	97	-5	3	0.9
24	21	99	2	1	0.8

Next part:
No.	Molecule	TLR4 MyD88 comp	STAT3 blocker	Hsp70 activator	STAT3 activator	APP 5UTR inh
25	Cc1ccccc1-c1nnc(SCC(=O)NCc2ccc3c(c2)OCO3)n1C	2	6	-0.5	101	5
26	O=S1(=O)CCN(Cc2ccc(F)cc2)CC1	-5	3	0.2	101	13
27	O=C(O)c1cc(N/N=C/C=C/c2ccccc2)ccc1Cl	3	-37	0.5	131	-179
28	C(=N\n1cnnc1)/c1nc2ccccc2[nH]1	-1	-9	-0.3	108	0
29	CN(C)CCNC(=O)c1cc2cc(Br)ccc2oc1=O	-7	9	-0.2	98	-1
30	CN(Cc1ccccc1)CC(O)COc1ccc(CNCc2cccnc2)cc1 (configuration not stated)	-6	-2	-0.2	106	1
31	CC(C(=O)Nc1nc2ccccc2[nH]1)N1C(=O)C2CC=CCC2C1=O (configuration not stated)	3	10	-0.5	100	0
32	Fc1ccccc1/C=N/Nc1nn[nH]n1	1	-10	0.1	106	·

No.	Diaphorase inh	STAT1 activator	G6PDH counter	STAT1 inh	Diaphorase act
25	16	96	-1	4	0.8
26	10	102	7	-5	0.9
27	9	158*	3	-61	0.9
28	8	104	1	-4	0.9
29	-6	95	10	4	1.1
30	-21	106	9	-8	1.2
31	8	105	16	-5	0.9
32	8	102	1	-2	0.9

Carrying on:
No.	Molecule	TLR4 MyD88 comp	STAT3 blocker	Hsp70 activator	STAT3 activator	APP 5UTR inh
33	O=C(O)CC/C(=C\c1cc([N+](=O)[O-])ccc1Cl)c1nc2ccccc2s1	-3	-46	0.0	142*	-4
34	CN1CCN(NC(=O)c2cccs2)CC1	9	10	-0.3	98	16
35	CCOC(=O)C1=C(C)OC(N)=C(C#N)C1c1cc(F)ccc1F (configuration not stated)	11	5	-0.6	100	-19
36	CC(C)CC(NS(=O)(=O)c1ccccc1)C(=O)O (configuration not stated)	-11	9	-0.4	98	-7
37	CS(=O)(=O)N(CC(N)=O)c1ccc(F)c(Cl)c1	6	2	-0.6	101	12
38	COc1ccc(NCc2nnc(SCC(=O)N3CCCc4ccccc43)n2C)cc1	8	0	-0.4	103	-24
39	O=C(Nc1ccccc1N1CCOCC1)c1cccc(F)c1	-4	2	-0.3	102	-3
40	Cc1n[nH]c(=O)nc1NCc1ccccc1	-14	7	-0.1	97	-4

No.	Diaphorase inh	STAT1 activator	G6PDH counter	STAT1 inh	Diaphorase act
33	28	87	5	15	0.7
34	10	102	4	-4	0.9
35	5	85	-4	17	1
36	23	91	-2	10	0.8
37	9	104	13	-4	0.9
38	0	98	-2	0	1
39	9	102	2	-4	0.9
40	8	95	1	6	0.9

Additional records:
No.	Molecule	TLR4 MyD88 comp	STAT3 blocker	Hsp70 activator	STAT3 activator	APP 5UTR inh
41	O=c1[nH]n2c(=O)c3c([nH]c2c1N=Nc1ccccc1)CCC3	4	4	-0.4	99	17
42	CCOC(=O)C1CCCN(c2cc(NCCCO)c([N+](=O)[O-])c3nonc23)C1 (configuration not stated)	4	-6	-0.3	105	18
43	Oc1cc2c(cc1O)[C@@H](c1ccccc1)CNCC2	0	7	-0.2	96	-9
44	c1ccc(-c2ccnc3nc(-n4cccc4)nn23)cc1	-14	18	-0.2	90	-1
45	CCCn1c(-c2ccc(F)cc2)cnc1SCC(=O)O	2	3	-0.3	101	-16
46	COc1ccccc1OCCSc1nnnn1C1CCCCC1	-4	-11	-0.3	112	10
47	Cc1nc(N2CCC(C)CC2)c(C#N)c(C)c1[N+](=O)[O-]	-2	26	-0.2	79	-1
48	CCOC(=O)C1CCN(c2c(NCc3ccc(C(=O)N(C)Cc4ccccc4)cc3)c(=O)c2=O)CC1	-8	5	0.0	103	4
49	CC(=O)OC1COC(n2ccc3ccccc32)C(OC(C)=O)C1OC(C)=O (configuration not stated)	0	-2	-0.2	109	-12

No.	Diaphorase inh	STAT1 activator	G6PDH counter	STAT1 inh	Diaphorase act
41	20	105	1	-6	0.8
42	38	98	2	2	0.6
43	38	102	24	-2	0.6
44	3	92	7	9	1
45	6	103	5	-3	0.9
46	·	116	·	-17	·
47	·	94	14	4	·
48	2	102	6	-3	1
49	12	97	5	4	0.9
